HT1080 viability: HT1080 cell viability loss – fluorescence readout (AID 620). 0.42% of 87,000 active. HT1080 viability, fluorescence; higher % means a stronger effect. cytotoxicity, % at 10 µM; hits with a dose series show EC50 in µM; in the data active = cytotoxicity above about 50%;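 also: cells exposed to compound overnight then 4 h with Alamar Blue; 0% = vehicle DMSO and 100% = killing control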
Numbers without * were called inactive. The list is partial. The share of hits here may be higher or lower than overall.

SMILES	HT1080 viability
CCNc1nc(Oc2ccc(=O)n(-c3ccccc3)n2)nc(N(C)C)n1	-9.1%
COc1cccc(-n2nc(C(=O)N3CC(C)CC(C)C3)c3ccccc3c2=O)c1 (stereo unspecified)	-17.4%
CN1C(=S)SC(N(O)C(=O)Nc2cccc3ccccc23)C1(C)C (stereo unspecified)	-17.3%
Cc1ccc(-c2noc(CCCc3ccccc3)n2)cc1	-4.7%
Cc1ccc(C(=O)Nc2c(-c3cccs3)c(=O)c3ccccc3n2C)cc1	0.7%
O=C(c1cccc(N2CCCC2=O)c1)N1CCOCC1	-7.9%
CCOC(=O)C1=C(C)N(CCCC(=O)O)C(=O)NC1c1ccccc1OC(=O)c1cccc(I)c1 (stereo unspecified)	-6.2%
CC(=O)N(CCC(c1ccccc1)c1ccco1)Cc1cccs1 (stereo unspecified)	-8.3%
CCN(CC)S(=O)(=O)c1cccc(C(=O)Nc2sc3c(c2C(N)=O)CCCC3)c1	-18.0%
CCOCCc1nnc(NC(=O)Cc2ccc(Br)cc2)s1	-4.1%
COc1cc(-c2nc(-c3ccccc3)c(-c3cccs3)[nH]2)cc(OC)c1OC	7.5%
CS(=O)(=O)n1nc(-c2ccccc2)nc1NCc1ccco1	8.1%
O=C(CCCn1c(SCC(=O)c2ccc(F)cc2)nc2ccccc2c1=O)NCc1ccccc1	-21.1%
CCOC(=O)c1c(CC(C)C)csc1NC(=O)C(C)C	-23.2%
CCOc1cccc(NCc2cc3c(C(C)(C)C)nn(-c4ccccc4)c3[nH]c2=O)c1	-5.1%
COc1ccc(NC(=O)CC2C(=O)N(c3cccc(OC)c3)C(=O)N2CCC(C)C)cc1 (stereo unspecified)	1.9%
Cc1ccc(S(=O)(=O)NCCOc2nc(N3CCOCC3)nc(N3CCOCC3)n2)cc1	-2.5%
CCCC(C(=O)NC1CCCC1)N(Cc1ccc2c(c1)OCO2)C(=O)c1snc(C(N)=O)c1N (stereo unspecified)	-5.6%
COc1ccccc1OCCSc1nnnn1C1CCCCC1	10.9%
CC1CCN(S(=O)(=O)c2cccc(-c3csc(-c4cccnc4)n3)c2)CC1	-9.2%
COc1ccc(Cl)cc1NC(=O)NC1CCCCC1	-1.3%
CC(C)(C)NC(=O)CSC(=Nc1cccc(F)c1)NC#N	-1.5%
O=C1c2ccccc2C(=O)c2c1ccc(C(=O)N1CCCCC1)c2NCCO	-20.6%
COc1ccc(-c2cc(C(F)(F)F)nc(N3CCN(C)CC3)n2)cc1OC	30.6%
O=C(CCc1nc2cccnc2n1Cc1ccccc1)NCCc1ccc(Cl)cc1	2.9%
(cont.)
SMILES	HT1080 viability
O=C(Nc1ccc(N2CCN(C(=O)c3ccc(Cl)cc3)CC2)cc1)c1cc2ccccc2o1	7.0%
Cn1c(SCC(=O)NCc2ccccc2)nnc1-c1ccc(NC(=O)CCc2ccccc2)cc1	-1.5%
Cn1c(=S)[nH]c2ccccc21	-4.6%
C=CCSc1nc(-c2ccccc2)c(C#N)c(=O)[nH]1	1.8%
CCCCSc1nc2c(=O)[nH][nH]c(=O)c2n1Cc1ccccc1	-8.7%
CCOCCCNS(=O)(=O)c1ccc(-n2cnnn2)c(OC)c1	0.5%
CN(C(=S)NC1=CCS(=O)(=O)C1)C1CCCCC1	6.7%
O=C(NC1CCN(Cc2ccccc2)CC1)c1cc(-c2ccccn2)nc2ccccc12	18.4%
O=C1CSc2nc3ccccc3n21	-10.1%
COc1ccc(CCNC(=O)CN2CCN(S(=O)(=O)c3ccc(Cl)cc3)CC2)cc1OC	3.4%
COCc1cc(=O)[nH]c(Nc2nc(C)c3cc(OC)ccc3n2)n1	2.3%
CC(=O)OCc1nc2sc(C)c(C)c2c(=O)[nH]1	-0.3%
C[N+]1(C)CCC(=C2c3ccccc3CC(=O)c3sccc32)CC1	-9.9%
Cc1ccc(CN(N=Nc2nonc2N)c2nonc2N)c(C)c1	-11.0%
O=C(Cn1c(C(F)(F)F)nc2ccccc21)NCCCN1CCOCC1	-7.1%
CCOc1ccc(NC2=NCC(=O)N2Cc2cccs2)cc1	-5.0%
CCC(C)[C@H](NC(=O)OC(C)(C)C)c1nnc(SCc2c(C)[nH]c(=O)[nH]c2=O)o1 (stereo partly specified)	-25.0%
Cc1cccc(C(=O)NCCCN2CCCC2=O)c1	-5.7%
Cc1nn(-c2ccccc2)nc1CNC(=O)C(C)Cc1ccccc1 (stereo unspecified)	-13.5%
Fc1ccc(-c2nnc(CSc3nnc(-c4cccs4)o3)o2)cc1	-2.5%
COC(=O)Cc1c(C)c2ccc(OCC(=O)N(C)C)cc2oc1=O	-2.4%
Cn1c(SCc2ccccc2Cl)nc2ccccc21	30.7%
CCCCS/C(N)=N/N=C/c1cc(C)ccc1O	-6.2%
COC(=O)c1ccc(C(=O)OC)c(NC(=O)CSc2cccc[n+]2[O-])c1	-1.9%
O=C1CC(C(=O)Nc2ccc(F)c(Cl)c2)N=C(N2CCCCC2)N1 (stereo unspecified)	-3.0%

Arranged by formula weight (smallest number first): some entries from above.
SMILES	HT1080 viability
CCCCS/C(N)=N/N=C/c1cc(C)ccc1O	-6.2%
COCc1cc(=O)[nH]c(Nc2nc(C)c3cc(OC)ccc3n2)n1	2.3%
Cc1nn(-c2ccccc2)nc1CNC(=O)C(C)Cc1ccccc1 (stereo unspecified)	-13.5%

Remaining list, next part
SMILES	HT1080 viability
CCOc1ccc(-c2nc(C)sc2CC(=O)O)cc1	-0.5%
Cc1cc2cc(C(c3nnnn3Cc3ccco3)N3CCCCC3)c(=O)[nH]c2cc1C (stereo unspecified)	13.2%
CCOC(=O)N1CCN(C(=O)C2CCN(S(=O)(=O)c3c(C)cc(C)cc3C)CC2)CC1	9.7%
CCCCCCc1nc2ccccc2c(=O)n1NC(=O)c1c(O)c2cccc3c2n(c1=O)CCC3	-0.4%
O=C(c1ccccc1)N1CCN(C2c3cccc4cccc(c34)C2NS(=O)(=O)c2ccccc2)CC1 (stereo unspecified)	-7.5%
OC1CCN(c2c3c(nc4cc(-c5ccc(F)cc5)nn24)CCC3)CC1	-17.8%
CC(C)n1cc(/C=C2\NC(=O)N(c3cccc(Cl)c3)C2=O)c2ccccc21	19.8%
Cc1ccc(N(C(=O)c2ccccn2)C2(C(=O)NC3CCCC3)CCCCC2)cc1	-18.6%
O=C(NCCN1CCOCC1)C1CCC(=O)N1Cc1ccc(F)cc1 (stereo unspecified)	6.1%
Cc1ccc(S(=O)(=O)N2CCOCC2)cc1C(=O)NCCCn1ccnc1	6.6%
CCOC(=O)c1cnc(SC)nc1Sc1cc(Cl)ccc1Cl	-14.6%
O=S(=O)(/N=C(\Sc1ccc(Cl)cc1)c1ccccc1)c1ccccc1	-16.3%
c1ccc(CN2CCN(c3nc(N4CCOCC4)c4ccccc4n3)CC2)cc1	-3.0%
Cn1cccc1CNC(=O)Nc1ccccc1	-3.2%
CCOC(=O)N1CCN(C(=O)C2CCN(S(=O)(=O)c3ccc(Cl)cc3)CC2)CC1	-3.0%
CCCN1CNC(=S)N(c2cc(C)ccc2C)C1	-4.0%
OCCN1CCN(C2Cc3cc(Cl)ccc3Sc3ccc(Cl)cc32)CC1 (stereo unspecified) (tested in a mixture with another compound)	-8.2%
O=C(Nc1cc2c(cc1Cl)OCCO2)c1ccco1	1.0%
Cc1ccc(CN(c2ccc(C(=O)NCc3ccc4c(c3)OCO4)cc2)S(C)(=O)=O)cc1	1.7%
CCCc1nnc(SCC(=O)N2CCCCC2)n1CC1CCCO1 (stereo unspecified)	-19.4%
C/C(=C\C(=O)c1ccccc1)Nc1ccc(O)cc1	-7.5%
Cc1c(C(=O)NCc2cccnc2)oc2ccc(S(=O)(=O)N3CCC4(CC3)OCCO4)cc12	2.1%
COc1ccc(Cc2nn[nH]n2)cc1	-13.1%
CCNC(=O)c1ccc(C2SCC(=O)N2Cc2ccco2)cc1 (stereo unspecified)	-6.2%
CCOC(=O)c1csc(NC(=O)CSc2nnnn2-c2ccc3c(c2)OCCO3)n1	0.3%

Part of the list above, set out differently.
compound | HT1080 viability
O=C(Nc1cc2c(cc1Cl)OCCO2)c1ccco1 | 1.0%
CCNC(=O)c1ccc(C2SCC(=O)N2Cc2ccco2)cc1 (stereo unspecified) | -6.2%
CCOC(=O)c1csc(NC(=O)CSc2nnnn2-c2ccc3c(c2)OCCO3)n1 | 0.3%
O=C(NCCN1CCOCC1)C1CCC(=O)N1Cc1ccc(F)cc1 (stereo unspecified) | 6.1%
Cc1cc2cc(C(c3nnnn3Cc3ccco3)N3CCCCC3)c(=O)[nH]c2cc1C (stereo unspecified) | 13.2%

Later entries
SMILES	HT1080 viability
CCN(CC)C(=O)Cn1cnc2sc(C(=O)Nc3cc(OC)c(OC)c(OC)c3)c(C)c2c1=O	26.7%
CCN1C(=O)N(CC)C2NC(=S)NC21 (stereo unspecified)	-3.4%
Cc1cc(Cl)ccc1NC(=O)NC1CCN(S(=O)(=O)c2ccc(F)cc2)CC1	14.7%
CCCCCCC(=O)Nc1ccc(C(=O)N2CCCC2)cc1	-1.3%
O=C(c1ccc(C(=O)N2CCCCCC2)cc1)N1CCCCCC1	2.5%
NNC(=O)CCc1c[nH]c2ccccc12	5.9%
Cc1nc2ccc(C(=O)O)cc2[nH]1	-6.8%
Cc1cc(NCc2ccccc2)nc(N2CCOCC2)n1	-0.4%
COc1cccc(CNc2cc(CSc3ccc(Cl)cc3)nc(C)n2)c1	23.2%
Cc1ccccc1Nc1nc(CSc2nnnn2-c2ccccc2)cs1	-6.2%
Cn1c(C(=O)N2CCOCC2)cnc1Sc1ncc(C(F)(F)F)cc1Cl	2.6%
Cc1ccc(-n2ncc3c(=O)n(CC(=O)N4CCN(c5ccccc5F)CC4)cnc32)cc1C	-15.6%
CS(=O)(=O)N(CC(=O)Nc1ccc2c(c1)OCO2)c1ccc2c(c1)OCO2	5.6%
CCCc1cc2c(n1Cc1cc(F)cc(F)c1)C(C)C1CN(C(=O)c3ccccc3)C(C)(C(=O)OC)C21 (stereo unspecified)	-13.3%
Cc1ccc(NC2=C(Cl)C(=O)OC2NC(=O)c2ccccc2)cc1 (stereo unspecified)	-6.7%
COc1ccc(CN2CCCCC2C(=O)Nc2ccc(OC)c(OCC(C)C)c2)cc1OC (stereo unspecified)	-5.3%
CCOC(=O)C1=C(CSc2nc3c(cc2C#N)CN(C)CC3)OC(N)=C(C#N)C1c1ccc(F)cc1 (stereo unspecified)	-9.4%
N#Cc1ccc(C23CC4(C2)[C@H](CN(Cc2cccnc2)[C@@H]4c2ccccc2)C3c2ccccc2)cc1 (stereo partly specified)	4.0%
CC(=O)OC(C(=O)N1CCN(c2ccc(F)cc2)CC1)c1ccccc1 (stereo unspecified)	15.1%
C=CC[n+]1c(-c2ccc(OC)cc2)csc1NNC(=O)Nc1ccccc1	9.2%
CS(=O)(=O)N(CC(=O)N1CCN(c2ccccc2)CC1)c1ccc(Cl)c(C(F)(F)F)c1	-3.8%
Cc1ccc(C)c(C(=O)O/N=C(\N)c2ccc(Br)cc2)c1	-6.3%
Cn1c(=O)c2c(nc(SCC(=O)NCc3ccc4c(c3)OCO4)n2Cc2ccc(F)cc2)n(C)c1=O	-10.3%
O=C(Nc1cccnc1)c1cc(-c2ccccc2)on1	8.8%
Cc1cc(=O)n2[nH]c(-c3cccnc3)nc2n1	-1.5%

Some of the entries so far, with each value named:
> CCN(CC)C(=O)Cn1cnc2sc(C(=O)Nc3cc(OC)c(OC)c(OC)c3)c(C)c2c1=O
  HT1080 viability: 26.7%
> Cc1cc(NCc2ccccc2)nc(N2CCOCC2)n1
  HT1080 viability: -0.4%
> Cc1ccccc1Nc1nc(CSc2nnnn2-c2ccccc2)cs1
  HT1080 viability: -6.2%

(continued)
SMILES	HT1080 viability
O=C(COc1ccc(S(=O)(=O)N2CCOCC2)cc1)Nc1ccccc1C(F)(F)F	-13.2%
Cc1cccc(-c2noc(CCCC(=O)Nc3ccc(C(N)=O)cc3)n2)c1	-6.4%
CCOC(=O)c1ccc(CC(=O)c2ccc(O)cc2O)o1	13.8%
Cc1ccc(OCCn2c(=O)sc3ccccc32)cc1	8.0%
COc1ccc(OC(=O)c2cccc([N+](=O)[O-])c2)c(C(=O)/C=C/c2cccs2)c1	-12.5%
COCc1cc(C)nc(NCCO)c1C#N	-6.1%
CCOC(=O)Cc1csc(NS(C)(=O)=O)n1	-9.8%
CCN1CCN(c2nc(-c3ccncc3)nc3ccccc23)CC1	33.6%
CCCc1cc(=O)[nH]c(SCC(=O)NCCCC(=O)OCC)n1	-6.2%
CC(=O)C1=C(O)C(=O)N(CC#N)C1c1cccs1 (stereo unspecified)	3.2%
O=C(CCCn1c(=S)[nH]c2ccccc2c1=O)N1CCN(c2cccc(Cl)c2)CC1	20.2%
CC1CCN(S(=O)(=O)c2ccc(S(=O)(=O)N3CCCN(Cc4ccccc4)C3)cc2)CC1	-7.1%
CCCc1nc2ccccc2c(C(=O)O)c1CC	20.7%
O=C(NCc1ccco1)c1ccccc1NS(=O)(=O)c1ccc(Br)s1	-7.1%
COc1ccc(-c2cn(-c3ccc(C)cc3)c(=O)n2CC(=O)Nc2ccc(OC)cc2OC)cc1	-3.5%
COc1ccc(S(=O)(=O)N(C)CC(=O)Nc2ccccc2OC)cc1	5.1%
COc1ccc(C(=O)NC(=S)N2CCCCC2)cc1	-0.5%
O=C(c1ccccc1)N1CCN(C(=O)c2cc3ccccc3o2)CC1	-5.8%
Cc1cccc2c(=O)c(C(=O)NCCCN3CCOCC3)c[nH]c12	6.4%
CC(C)N1CC(O)=C(c2nc3ccccc3c(=O)[nH]2)C1=N	0.1%
Cc1c(Cl)cccc1NC(=O)CC1NCCNC1=O (stereo unspecified)	-9.4%
COc1ccc(Cn2nnnc2CN2CCc3ccccc3C2)cc1	-13.2%
CC(C)(C)SCCNC(=O)c1ccc(Cl)c(S(=O)(=O)N2CCOCC2)c1	-1.4%
COc1cc(NC(=O)CSc2ccc3c(c2)OCCO3)cc(OC)c1OC	-1.0%
Cc1cccc(Nc2ccccc2C(=O)NCc2ccco2)c1C	-3.1%

Six compounds picked at random from the list so far:
SMILES	HT1080 viability
COc1ccc(CCNC(=O)CN2CCN(S(=O)(=O)c3ccc(Cl)cc3)CC2)cc1OC	3.4%
OC1CCN(c2c3c(nc4cc(-c5ccc(F)cc5)nn24)CCC3)CC1	-17.8%
CCC(C)[C@H](NC(=O)OC(C)(C)C)c1nnc(SCc2c(C)[nH]c(=O)[nH]c2=O)o1 (stereo partly specified)	-25.0%
COc1cccc(-n2nc(C(=O)N3CC(C)CC(C)C3)c3ccccc3c2=O)c1 (stereo unspecified)	-17.4%
Cc1ccc(S(=O)(=O)N2CCOCC2)cc1C(=O)NCCCn1ccnc1	6.6%
Cn1c(SCc2ccccc2Cl)nc2ccccc21	30.7%
